# Screens as filed in PubChem BioAssay.
# D2 antag – D2 dopamine receptor (human) antagonism; HEK293 TREx D2 cells, calcium flux, dopamine EC80; hit rate 2% among 340,000; inhibition, % at 10 µM; AID 485344; in the data active means inhibition above about 30%; further: 0% is about no effect
#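 Tetracycline-induced HEK293 TREx cells expressing D2 receptor forced-coupled to calcium signalling, loaded with no-wash calcium dye. Compounds added and calcium flux read 180 s, then dopamine added at EC80 and read a further 180 s.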
# PI4K2A block – blocks human PI4K2A kinase activity. hit rate 0.13% among 420,000. purified PI4K2A, ADP-Glo luminescence, 1 h; stronger effect = lower value. activity change, negative = inhibition, % at 76.9 µM. AID 1346378; in the data active means activity change below about -50%; inconclusive means mostly about -30% to -49%;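 further: -100% = wells without enzyme as full effect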
#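 PI4K2A activity was measured by ADP-Glo luminescence: enzyme (4 ug/mL stock) and phosphatidylinositol (1.2 mM stock) in Tris pH 7.5/MgCl2/EGTA/Triton X-100 buffer were reacted with ATP (300 microM stock) for one hour at ambient temperature.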
# D2 agonist – agonists of human D2 dopamine receptor; P14416; hit rate 0.53% among 340,000; HEK293 T-REx D2 cells, calcium flux agonist mode; activation, % at 2 µM; AID 485358;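 active means activation over 3 SD above normal in the single-dose calcium agonist read, cut at about 30% in these data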; further: 0% is about no effect
#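 Agonism is scored from calcium flux in a force-coupled, inducible HEK293 cell line expressing D2, read kinetically for 180 s after compound addition against dopamine controls.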
# rTrxR1 inhibitor – inhibitors of rat thioredoxin reductase 1 | Potency, µM (top dose mostly 114 µM), inactives show top-dose activity change, negative = inhibition, usual class: inhibitors | hit rate 1% among 390,000 | recombinant rTrxR1, NADPH fluorescence consumption, selenite substrate | AID 588453 | O89049; further: potency means the concentration at half of the fitted maximal effect; on the % scale 0 is the no-effect control and ±100 the full control effect; nearly all actives have a fitted effect of over 65% in size
#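 Rat TrxR1 (90 nM in the dispensed reagent) was pre-reduced with 400 uM NADPH for 5 min at room temperature, then incubated with compound for 15 min. After 400 uM selenite was added, NADPH fluorescence (Ex 340/Em 450 nm) was followed for 8 min.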
# TRHR enhancer – allosterically enhances the human TRH receptor | P34981 | TRHR cells, fluo-8 calcium fluorescence, EC20 TRH enhancement | enhancement, % at 2 µM | hit rate 0.66% among 360,000; in the data active means enhancement above about 30%; further: 0% is about no effect
#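 Enhancer read-out: after compound pinning and an initial kinetic agonist-mode read, an EC20 of TRH (10 nM final) was injected and fluo-8 calcium signal (Ex 480/Em 530) followed at 1 s/cycle for 100 cycles in TRHR-expressing cells.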
# TRHR agonist – agonists of human TRH receptor; P34981; TRHR cells, calcium flux fluo-8, FDSS agonist mode; activation, % at 2 µM; hit rate 0.18% among 360,000; AID 493084; in the data active means activation above about 30%; further: 0% is about no effect
#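 TRHR-expressing cells, plated overnight in medium with 10% serum, were loaded with fluo-8 calcium dye at room temperature. After a 10 s baseline, library compound was pin-added and calcium release was recorded kinetically (ex 480/em 530) as agonist response.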
# IDH1 R132H inh – blocks human mutant IDH1 R132H enzyme. O75874. hit rate 0.093% among 390,000. Potency, µM (doses to about 76.6 µM), for inactives: at the top dose activity change, negative = inhibition, usual class: inhibitors. IDH1-R132H enzyme, NADPH consumption, diaphorase/resazurin fluorescence. AID 602179; further: potency means the concentration at half of the fitted maximal effect; on the % scale 0 is the no-effect control and ±100 the full control effect; nearly all actives have a fitted effect of over 65% in size
#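 IDH1-R132H (0.5 ug/mL) preincubated 30 min with compound, then NADPH (0.016 mM) and alpha-KG (2 mM) added; 80 min at RT, pH 7.5. Remaining NADPH coupled via diaphorase/resazurin to fluorescence (540/590 nm); concentration-response curves normalized to no-enzyme control.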
# USP1-UAF1 inh – blocks the human USP1/UAF1 deubiquitinase complex; recombinant USP1/UAF1, Ub-Rhodamine cleavage fluorescence; hit rate 0.23% among 390,000; AID 743255; Potency, µM (top dose mostly 57.1 µM), for inactives: at the highest dose activity change, negative = inhibition, usual class: inhibitors; further: potency means the concentration at half of the fitted maximal effect; on the % scale 0 is the no-effect control and ±100 the full control effect; nearly all actives have a fitted effect of over 60% in size; inactives centre near -12
# Target sequence (O94782 whole entry, looked up): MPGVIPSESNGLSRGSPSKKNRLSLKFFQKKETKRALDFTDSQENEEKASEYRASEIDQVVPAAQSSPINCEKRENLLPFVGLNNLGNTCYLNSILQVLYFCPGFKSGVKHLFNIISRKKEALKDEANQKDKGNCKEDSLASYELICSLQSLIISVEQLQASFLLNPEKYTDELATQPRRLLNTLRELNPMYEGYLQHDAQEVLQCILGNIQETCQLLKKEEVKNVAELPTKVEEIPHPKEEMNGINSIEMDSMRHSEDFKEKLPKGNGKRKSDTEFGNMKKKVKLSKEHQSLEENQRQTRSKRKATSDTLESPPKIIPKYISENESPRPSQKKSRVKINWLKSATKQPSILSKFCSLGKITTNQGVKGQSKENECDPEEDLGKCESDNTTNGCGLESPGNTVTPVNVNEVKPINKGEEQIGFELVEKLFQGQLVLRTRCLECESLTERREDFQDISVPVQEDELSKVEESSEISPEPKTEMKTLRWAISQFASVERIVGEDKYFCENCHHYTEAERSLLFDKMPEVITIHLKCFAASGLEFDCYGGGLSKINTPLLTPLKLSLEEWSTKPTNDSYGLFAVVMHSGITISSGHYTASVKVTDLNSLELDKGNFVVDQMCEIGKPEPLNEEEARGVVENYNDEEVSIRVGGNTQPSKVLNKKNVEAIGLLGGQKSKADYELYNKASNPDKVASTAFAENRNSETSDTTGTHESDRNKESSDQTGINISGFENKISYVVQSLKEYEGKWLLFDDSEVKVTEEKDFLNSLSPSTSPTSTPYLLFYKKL
#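 Step one: compound is pinned into 1nM USP1/UAF1 in HEPES pH 7.8 buffer with TCEP. Step two: 15 min room-temperature incubation. Step three: Ub-Rho (150nM final) starts cleavage, tracked by fluorescence over six one-minute reads.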
# TrxR1 substrate – substrates of rat thioredoxin reductase 1; O89049; purified TrxR1 substrate turnover, NADPH consumption readout; Potency, µM (highest dose often 114 µM), without a hit: at the top dose activity change, negative = substrate turnover; hit rate 0.01% among 390,000; AID 588456; further: potency means the concentration at half of the fitted maximal effect; on the % scale 0 is the no-effect control and ±100 the full control effect; nearly all actives have a fitted effect of over 50% in size
#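 Rat TrxR1, dispensed at 90 nM, was prereduced with 400 uM NADPH (final) for 5 min at ~22 deg C, then incubated with compound 15 min before 400 uM selenite. A first-read NADPH fluorescence drop versus no-compound background flagged substrates.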
# Numbers without * were called inactive; ? = inconclusive; . = not tested or not shown; & = joins results of further samples; [ ] = remark or other dose. Unless noted, the call rests on the fitted dose curve; in most records, active means well fitted inhibition curve with a large enough effect; inconclusive means small, poorly fitted or top-dose-only effect; inactive means no such curve, though single readings can be large or run the other way. This is a random part of the collection; 3.9% or so of the library scored in one or more.
SMILES,D2 antag,PI4K2A block,D2 agonist,rTrxR1 inhibitor,TRHR enhancer,TRHR agonist,IDH1 R132H inh,USP1-UAF1 inh,TrxR1 substrate
COc1ccc(S(=O)(=O)N2CCC(C(=O)NCCC(=O)Nc3ccc(Cl)cc3)CC2)cc1,2,-2,0.6,5%,-8,0.1,-3%,-4%,-4%
CCC(C)NC(=O)c1c(N)n(/N=C/c2cccnc2)c2nc3ccccc3nc12 (configuration not stated),-9,-4,-2.0,-15%,-5,0.6,-5%,-16%,12%
COc1ccc(CNC(=O)CSc2nc3ccccc3nc2Cc2ccccc2OC)cc1,.,1,0.2,18%[57.1 µM],-3,-0.4,-4%,-13%,8%[57.1 µM]
Cc1cc(C(=O)N2CCN(C/C=C/c3ccccc3)CC2)no1,6,0,1.1,-4%,0,0.8,7%,1%,4%
Cc1ccc(S(=O)(=O)N2CCN(c3nc(CN4CCCC4)nc4sc(C)c(C)c34)CC2)cc1,-9,2,0.4,3%,1,0.1,-5%,-22%,1%
O=C(NCc1ccccc1Cl)C(=O)NCC1OCCN1S(=O)(=O)c1cccs1 (configuration not stated),3,-2,2.7,15%[57.1 µM],-2,-1.7,5%,-15%,8%[57.1 µM]
N#CCC(=O)NNC(=S)Nc1ccccc1C(F)(F)F,-12,-17,1.9,-7%[57.1 µM],-2,1.7,-6%,-10%,12%
CCCN(CC(=O)Nc1ccccc1Br)CC(=O)Nc1ccc(F)c(F)c1F,-3,-4,0.3,14%,5,0.1,2%,-26%,0%
CCOC(=O)c1c(C)nc2c(c1-c1ccccc1)C(=O)CCC2,-5,-3,-0.1,-2%[57.1 µM],1,0.0,4%,1%,4%[57.1 µM]
Cc1cc(C)c(C(=O)COC(=O)c2cccc(S(=O)(=O)NCc3ccccc3)c2)cc1C,-5,-3,1.3,-9%,-5,1.3,5%,-3%,-11%
COc1cc2c(cc1OC)CN(C(=O)Nc1ccccc1)CC2,15,2&4,0.5&-1.1,12%&5%,-4&2,-0.8&0.0,1%,-19%&-19%,9%&0%
O=C(NCC1COCCO1)c1cc(COc2c(F)cccc2F)on1 (configuration not stated),2,-12,-0.2,9%,-2,-0.1,0%,4%,-1%
COCC1CCN(C(=O)C2CCN(c3nc(-c4ccccc4)nc4c3CCC4)CC2)C1 (configuration not stated),7,3,-0.7,-9%,6,-0.6,1%,-10%,-5%
Cn1nc(C(F)(F)F)c(-c2cccc(C(F)(F)F)c2)c1NC(=O)c1nccnc1C(=O)O,-20,12,-1.3,7%,-7,-0.5,15%,-9%,-4%
CCNC(=S)N/N=C/c1sccc1C,2,.,4.3,.,1,-0.2,.,.,.
Cc1cc(N2CCN(C(=O)c3ccco3)CC2)n2nc(-c3cccc(Cl)c3)cc2n1,-13,2,-1.7,24%,0,-0.9,0%,-18%,44%[activator]
Cc1cccc(C)c1OCC(=O)Nc1ccncc1,7,1,0.3,16%[57.1 µM],13,0.9,5%,-29%,-4%[57.1 µM]
CCOC(=O)c1c(C)[nH]c(C=Nc2ccccc2)c1O,11,.,1.2,.,-6,0.2,.,.,.
CS(=O)(=O)N(CC(=O)N1CCCCCC1)c1cccc([N+](=O)[O-])c1,-20,1,0.4,3%[57.1 µM],7,-0.1,1%,-23%,6%[57.1 µM]
CN(CCOc1ccc(Cl)cc1)C(=O)c1ccc2c(=O)n3c(nc2c1)CCC3,-3,-1,0.3,16%,3,-0.9,1%,-6%,-1%
O=C(Nc1ccccc1)N(CCc1ccncc1)C1CCCCC1,.,1,.,21%,.,.,-8%,-9%,6%
CCN1CCc2c(sc(NC(=O)C3CCCCC3)c2C(=O)OC)C1,-5,2,0.2,3%[57.1 µM],-5,-0.1,-1%,-5%,-15%
Cc1ccc(S(=O)(=O)NC(=O)N2CCCN(Cc3ccc(F)cc3)CC2)cc1,-8,-2,0.5,-1%[57.1 µM],-1,0.9,0%,-11%,10%[57.1 µM]
COc1ccc2c(c1)C(C1C(=O)CCCC1=O)c1ccccc1O2 (configuration not stated),1,1,1.1,-4%,-7,0.7,-3%,-4%,-3%
COc1ccc(CNC(=O)COc2ccc(OC)cc2)cc1,11,2,-0.9,-14%,2,-0.2,0%,-15%,-13%

# The results go on:
SMILES,D2 antag,PI4K2A block,D2 agonist,rTrxR1 inhibitor,TRHR enhancer,TRHR agonist,IDH1 R132H inh,USP1-UAF1 inh,TrxR1 substrate
COc1ccc(OCC(=O)NNC(=O)c2ccc3c(=O)n4c(nc3c2)CCC4)cc1,23,3,0.5,15%,-1,0.1,9%,-22%,6%
N#C/C(C(=O)N1CCCCC1)=C1/N=C(N)c2ccccc21,-3,-1,-0.4,-10%[57.1 µM],2,-0.4,-4%,-7%,0%[57.1 µM]
Cc1ccc(CCNC(=O)CCS(=O)(=O)c2ccc(Br)cc2)cc1,-8,3,-0.1,16%,-5,-0.1,10%,-4%,2%
COc1cccc(CNCC(=O)NC(=O)NC2CCCC2)c1,.,-5,.,17%,.,.,1%,6%,-1%
COc1cnn(-c2cc(Oc3ccc(C)cc3)ncn2)c(=O)c1Cl,0,-2,-2.2,23%[57.1 µM],4,0.5,4%,-30%,3%
Cc1ccc(Oc2ccc(N)cc2)cc1,-7,1,0.8,-7%,27,0.9,-2%,-9%,-2%
CCn1c(COc2ccccc2)nnc1SCC(=O)Nc1cc(C)ccc1OC,-14,-2,0.1,11%,1,0.3,3%,-16%,6%
CCN(Cc1cccs1)C(=O)CN1C(=O)NC(c2ccccc2)(c2ccccc2)C1=O,-19,-1,0.1,30%,35*,0.6,-19%,-10%,-4%
CCOC(=O)N1CCN(c2c(N3CC=C(c4ccccc4)CC3)c(=O)c2=O)CC1,29,1,-0.5,-24%,1,-1.5,10%,-5%,-3%
CC(C)CC(=O)c1c[nH]c(C(=O)N2CCN(Cc3ccccc3)CC2)c1,0,3,1.1,24%[57.1 µM],-4,-0.3,2%,-8%,8%[57.1 µM]
COc1ccc(OC)c(NC(=O)CCc2nc(-c3ccc(C)cc3)no2)c1,.,2,-0.3,7%,3,-1.2,8%,-26%,-4%
CC(=O)Nc1ccccc1NC(=O)C/C(C)=N/NC(=O)c1ccccn1,6,-8,0.3,9%,3,0.5,-9%,-19%,2%
COc1cccc(N2CC(NS(=O)(=O)c3ccc(Cl)cc3)CC2=O)c1 (configuration not stated),12,4,-0.5,0%[57.1 µM],8,-0.5,-13%,-1%,-1%[57.1 µM]
COC(=O)CSc1[nH]c2cc(C)ccc2c1[N+](=O)[O-],-7,0,-0.5,6%[57.1 µM],0,0.6,6%,-15%,-5%[57.1 µM]
N#CCC(CNc1ncc(C(F)(F)F)cc1Cl)OC(=O)c1ccc(Cl)cc1Cl (configuration not stated),-4,-1,6.7,-6%,-2,0.5,4%,-9%,-4%
Cc1ccc(C)c(-n2sc3ccc(F)cc3c2=O)c1,-12,-1,-0.9,69%[activator][57.1 µM],3,4.6,-31%,-7%,0%[57.1 µM]
CC(=O)c1sc(NC(=O)CCOc2ccccc2)nc1C,-7,-6,1.3,9%,11,-0.2,11%,-20%,5%
COc1ccc(C2NCCc3c2[nH]c2ccccc32)cc1COc1ccc(F)cc1 (configuration not stated),-9,-2,-1.5,2%,7,-0.1,-3%,-10%,-7%
Cc1ccc2nc3c(cc(C#N)c(=O)n3CC3CCCO3)c(=O)n2c1 (configuration not stated),4,.,-0.4,.,1,0.2,.,.,.
O=C(Nc1ccc2c(c1)OCO2)C1CCN(C(=O)c2cccs2)CC1,16,1,0.9,9%[57.1 µM],0,-0.5,9%,1%,7%[57.1 µM]
Cc1ccc(NC(=O)N2CCN(c3nnc(C)c4c(C)n(-c5ccc(Cl)cc5)nc34)CC2)c(C)c1,.,-1,0.3,10%[57.1 µM],12,0.4,.,-19%,-5%[57.1 µM]
CC(C)C(=O)Nc1ccc(C(=O)NNC(=O)c2cccs2)cc1,-4,6,-1.2,-9%,0,-2.3,2%,-8%,-8%
COc1ccccc1NC(=O)Cc1cccc2ccccc12,2,3,-0.2,17%,2,0.6,6%,-20%,-4%
CCOC(=O)c1ccc(NC(=O)Nc2c(C)nn(C)c2C)cc1,1,0,-0.8,19%[57.1 µM],1,-2.1,12%,-2%,5%[57.1 µM]
O=S1c2ccccc2Oc2ccccc21,.,2,.,9%,.,.,-5%,?,-3%

# Next part.
SMILES,D2 antag,PI4K2A block,D2 agonist,rTrxR1 inhibitor,TRHR enhancer,TRHR agonist,IDH1 R132H inh,USP1-UAF1 inh,TrxR1 substrate
Cc1ccc(-n2c(SCC(=O)NCC3CCCO3)nc3ccccc3c2=O)cc1 (configuration not stated),.,2,.,-8%,.,.,3%,-24%,-8%
Cc1ccn2c(CNCC3OCCc4ccccc43)c(C(=O)N3CCCCCC3)nc2c1 (configuration not stated),13,-1,-1.2,9%,-2,0.5,-1%,-12%,7%
COc1ccccc1NC(=O)CCN1CC(C)OC(C)C1 (configuration not stated),-11,-8,-0.2,21%[0.457 µM],3,-0.5,10%,-10%,8%[0.457 µM]
CCn1nnc(NC(=O)c2ccc(-c3ccc(Cl)cc3)o2)n1,-10,-1,-1.0,?,2,-0.5,-4%,3%,53%[activator][57.1 µM]
Cc1cccc(C(=O)NN2S(=O)(=O)c3ccccc3S2(=O)=O)c1,.,9,.,16%,-4,-0.4,4%,-27%,6%
Cc1csc(Sc2nc3c(c(=O)[nH]c(=O)n3C)n2CCCc2ccccc2)n1,-9,3,1.8,23%,4,-0.6,3%,-22%,6%
Cc1ccc(Cl)cc1NC(=O)COC(=O)C1CCCCC1,-6,3,0.9,5%,-2,-0.4,-1%,-24%,-1%

# With a hit mark in TRHR enhancer (from the list above):
structure | D2 antag | PI4K2A block | rTrxR1 inhibitor | TRHR enhancer | TRHR agonist | USP1-UAF1 inh | TrxR1 substrate
CCN(Cc1cccs1)C(=O)CN1C(=O)NC(c2ccccc2)(c2ccccc2)C1=O | -19 | -1 | 30% | 35* | 0.6 | -10% | -4%
